Source: PubChem (several laboratories)
HSF1 activator: HSF-1 activators, primary screen, NIH3T3-HGL cells, MG132 stress, luminescence, single point; NIH3T3-HGL HSF-1 luciferase reporter, 8 h; 100% = twice DMSO control signal; activation, % at 9 µM; 300,000 tested, 1.7% active; AID 504408, 2011;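 active = mean replicate activation of at least 50% with a set share of replicates each reaching 50%; inconclusive = only one of those two conditions met; inactive = mean below 50% and too few replicates reaching it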;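 also: 0% = median of the neutral control wells and 100% = twice that signal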
aSyn UTR inh: MLPCN primary screen, SNCA 5' untranslated region. 300,000 tested, 0.82% active. inhibition, % (tested at 7.5 µM). alpha-synuclein 5'UTR reporter, inhibitor activity; in the data active = inhibition above about 60%; inconclusive = no clear call, values can overlap the other calls;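 also: H4 neuroglioblastoma cells stably carrying SNCA 5'UTR luciferase fusion; 0% = DMSO wells and 100% = positive control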
HSF1 inhib: HSF1 inhibitors in luciferase reporter cells, primary screen, cell-based, NIH3T3, luminescence. NIH3T3-HGL HSE-luciferase, MG132-induced, luminescence 8 h; hits give low values. activity change, negative = inhibition, % at 7.5 µM (by protocol). 300,000 tested, 0.77% active. AID 2098, 2009;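 active = more than half of replicate wells show activity change below -50%, luminescence cut by over half; inconclusive = some wells, but at most half, below -50%; inactive = no replicate well below -50%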;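 also: luciferase reports HSF-1 transcriptional activity via heat shock element; 0% = median of DMSO wells and -100% = zero luminescence signal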
GSK3 alpha inh: blockers of GSK3A enzyme activity – biochemical, luminescence, cell-free homogeneous, HTS, primary screen. Glycogen synthase kinase-3 alpha (Homo sapiens), P49840. GSK-3 alpha kinase, ADP-Glo luminescence, 60 min. inhibition, % at 10 µM. 320,000 tested, 0.1% active;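 in the data active = inhibition above about 50%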;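 also: GST-tagged GSK-3 alpha with peptide substrate and 25 µM ATP; 0% = DMSO neutral wells and 100% = GW8510 positive control wells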
Target sequence (P49840 whole entry, looked up): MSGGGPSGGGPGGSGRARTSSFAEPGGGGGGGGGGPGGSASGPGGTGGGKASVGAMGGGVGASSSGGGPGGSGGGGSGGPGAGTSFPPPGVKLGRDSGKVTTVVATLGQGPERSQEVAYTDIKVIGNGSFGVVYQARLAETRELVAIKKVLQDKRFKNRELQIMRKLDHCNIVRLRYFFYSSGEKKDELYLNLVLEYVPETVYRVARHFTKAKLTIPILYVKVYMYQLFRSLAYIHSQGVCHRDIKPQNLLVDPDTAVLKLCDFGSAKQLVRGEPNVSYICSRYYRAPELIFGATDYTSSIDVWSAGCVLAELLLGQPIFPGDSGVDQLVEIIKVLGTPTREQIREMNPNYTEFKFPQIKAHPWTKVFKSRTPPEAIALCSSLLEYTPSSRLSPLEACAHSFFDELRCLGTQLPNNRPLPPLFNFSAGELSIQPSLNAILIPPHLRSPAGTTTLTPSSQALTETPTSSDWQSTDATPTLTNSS
HSP90 refold inh: HSP90 inhibitors, primary screen, cell lysate, luminescence. Rabbit reticulocyte lysate, luciferase refolding luminescence, 3 h. inhibition, % at 5.6 µM. 290,000 tested, 0.91% active. AID 1789, 2009;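 active = inhibition above the screen-wide mean plus 3 SD, computed separately per campaign, cut at about 16% in these data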;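 also: 0% = DMSO wells and 100% = 60 µM geldanamycin wells; inhibitors lower the luminescence because luciferase stays unfolded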
AI-2 QS modul: Vibrio harveyi AI-2 quorum sensing modulators, primary screen, JMH597 strain, luminescence/OD600 ratio; activity change, % at 7.5 µM; AID 2094, 2009; Vibrio harveyi JMH597 AI-2 luminescence/OD600 ratio, 9 h; hits give low values; strain lacks LuxN and CqsS sensors; 0 = neutral-control median; 300,000 tested, 0.4% active; in the data active = activity change below about -75%, passing the limit was not always enough; inconclusive = no clear call, values can overlap the other calls;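 also: luminescence divided by OD600 gain over 9 h not by final OD600 alone; inactives centre near 13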
HIF activator: HIF pathway transcriptional activators, primary screen, cell-based, U2OS HRE-luciferase, luminescence; U2OS HRE-luciferase reporter; normalized: DMSO 0%, desferrioxamine 100%; activation, % at 7.5 µM (by protocol); 300,000 tested, 0.32% active;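 active = mean activation of at least 10% of the iron chelator positive control signal, with at least half of replicates also reaching 10%; inconclusive = mean and replicate majority disagree about reaching 10%; inactive = mean and most replicates under 10%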
IEC-6 tox: cytotoxicity in IEC-6 intestinal epithelial cells, primary screen, cytotoxicity control for KLF5 inhibitor project, cell-based, luminescence. IEC-6 cytotoxicity, luminescence viability. inhibition, % at 5 µM. 290,000 tested, 0.78% active. AID 1825, 2009; in the data active = inhibition above about 22%;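 also: 0% = plate median of test compound wells and 100% = cytotoxic reference compound wells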
KLF5 inhibitor: KLF5 expression inhibitors, primary screen, DLD-1 cells, luminescence | DLD-1 KLF5 promoter-luciferase reporter | inhibition, % at 5 µM | 290,000 tested, 0.23% active | AID 1700, 2009;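 active = inhibition above a per-plate limit of that plate's mean compound inhibition plus 3 SD, cut at about 60% in these data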;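 also: 0% = DMSO wells and 100% = LY294002 at 200 µM; higher means less KLF5 promoter-driven luciferase light; inactives centre near -14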
GSK3B inh: human GSK3beta kinase inhibitors, primary screen, biochemical, cell-free homogeneous, HTS. activity score (negative = inhibition), % at 10 µM. GST-GSK3beta kinase, ADP-Glo luminescence, 60 min; hits give low values. 300,000 tested, 0.038% active. AID 2097, 2009. Glycogen synthase kinase-3 beta (Homo sapiens), P49841;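 active = more than half of replicate wells score below -50%, meaning over 50% inhibition versus plate controls; inconclusive = some replicates but at most half score below -50%; inactive = no replicate scores below -50%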;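 also: 0% = median DMSO wells and -100% = median GW8510 positive control wells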
Target sequence (P49841 whole entry, looked up): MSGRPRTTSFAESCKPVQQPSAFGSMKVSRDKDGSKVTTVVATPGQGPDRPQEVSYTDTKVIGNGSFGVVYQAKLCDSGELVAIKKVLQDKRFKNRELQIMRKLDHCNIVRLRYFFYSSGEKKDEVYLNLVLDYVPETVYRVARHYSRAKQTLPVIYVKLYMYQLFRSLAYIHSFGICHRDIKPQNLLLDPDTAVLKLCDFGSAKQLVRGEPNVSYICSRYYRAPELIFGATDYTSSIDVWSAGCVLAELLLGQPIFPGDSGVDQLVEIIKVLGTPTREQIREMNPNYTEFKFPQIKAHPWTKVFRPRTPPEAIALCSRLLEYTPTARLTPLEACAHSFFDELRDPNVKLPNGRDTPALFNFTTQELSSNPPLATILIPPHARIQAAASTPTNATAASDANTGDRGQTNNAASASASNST
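Test system: GST-tagged human GSK3beta kinase, cell-free; evaluation: activity score scaled between in-plate DMSO and GW8510 controls; measured by: ADP-Glo luminescence; incubation: 60 min reaction, RT; benchmarks: DMSO and 20 µM GW8510; reagent: peptide substrate plus 25 µM ATP (final); medium: Tris/MgCl2 kinase buffer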
Starred values were filed as active, the others as inactive; ? = inconclusive; / = not tested or not shown. Compounds were not picked by outcome (roughly 4.7% active in at least one column).

entry	Structure	HSF1 activator	aSyn UTR inh	HSF1 inhib	GSK3 alpha inh	HSP90 refold inh	AI-2 QS modul	HIF activator	IEC-6 tox	KLF5 inhibitor	GSK3B inh
1	CN(C)C(=O)c1ccc(-c2n[nH]c(=O)c3ccccc23)cc1	-15.3	19.2	-5.1	4.0	0.5	45.7	0.8	-5.4	-3.8	1.8
2	CCn1c(SCC(=O)N2CCOCC2)nnc1-c1cccs1	5.1	8.4	1.3	8.5	-1.1	34.1	0.6	3.8	-15.6	0.6
3	COc1cccc(C(=O)NC2CC3CCCC(C2)N3CC(=O)Nc2ccccc2C(F)(F)F)c1 (centres undefined)	-2.9	17.7	-5.2	-1.2	2.9	11.8	-2.4	2.4	-3.4	2.8
4	CCCn1c(SCC(=O)NC2CCCCC2)nnc1-c1ccccn1	-0.9	14.7	-4.4	-0.1	0.5	19.1	-0.5	-4.1	4.8	-5.3
5	CC(C)[C@H](NC(=O)c1ccccc1Cl)C(=O)Nc1nc(-c2ccccn2)cs1	-18.4	63.6*	-13.9	-1.7	-1.4	45.6	20.0*	40.3*	26.6	-0.7
6	Cc1cccc(C(=O)N2CCN(Cc3ccc4c(c3)OCO4)CC2)c1	-4.9	17.4	-1.3	-0.2	0.5	29.4	0.0	-0.9	-8.9	2.8
7	Cn1nccc1C(=O)c1ccc(Cl)cc1	-0.7	27.8	-1.2	1.9	-2.6	18.6	1.6	-6.2	-3.8	0.6
8	COc1cccc(OCCN2CCN(c3ncnc4c3cnn4-c3ccccc3)CC2)c1	18.2	0.3	2.4	-1.7	2.0	8.3	-0.1	5.2	-11.0	-3.3
9	CCC(=O)Nc1ccccc1N1CCN(c2ccc(F)cc2)CC1	-12.5	0.6	1.7	2.0	-0.8	43.4	-42.7	-16.4	-13.9	4.0
10	Cc1ccc(OCc2cc(C(=O)NC(C)Cc3cnccn3)no2)cc1C (centres undefined)	19.4	-8.3	-0.7	-2.3	-1.1	?	-0.5	4.9	-24.2	0.8
11	CCc1nnc(NC(=O)c2cccnc2SC)s1	-2.7	-7.8	-3.3	-0.2	3.0	24.7	0.1	0.5	-10.1	4.8
12	COc1ccc(F)cc1C(=O)C1CCCN(C(=O)c2cccc(N(C)C)c2)C1 (centres undefined)	6.1	21.8	6.6	3.0	-1.6	20.5	0.0	5.1	-15.8	-1.1
13	Cn1nc(C(C)(C)C)cc1NC(=O)Nc1ccc(F)cc1F	-12.2	26.8	-4.2	0.5	-0.3	2.9	-0.1	6.6	-4.2	2.8
14	Nc1cc(=O)[nH]c(=O)n1CCc1ccccc1	1.4	7.9	-0.1	2.2	-1.4	23.5	-19.3	9.4	2.0	-0.2
15	ClCC1=Nc2cccc3cccc(c23)N1	-3.4	17.7	-2.7	-1.7	-1.6	-4.4	-0.7	5.7	-18.7	-0.2
16	Cn1cccc1CC(=O)NNC(=S)Nc1ccc(Cl)cc1Cl	6.9	-17.9	-6.2	1.0	-3.3	10.2	-0.3	-3.7	-3.8	2.6
17	CN(C(=O)COC(=O)C1CCN(S(=O)(=O)c2cccs2)CC1)C1CCS(=O)(=O)C1 (centres undefined)	33.7	14.9	3.3	2.7	2.1	0.2	0.1	2.4	-15.4	0.5
18	COc1ccc(C(=O)N2N=C(c3ccc(NS(C)(=O)=O)cc3)CC2c2cccs2)cc1 (centres undefined)	19.7	19.4	1.3	-0.3	5.0	21.4	2.0	6.6	-7.6	-1.0
19	Cc1cc(C)c(S(=O)(=O)N2CCN(S(=O)(=O)N3CCC(C)CC3)CC2)c(C)c1	4.9	4.6	3.3	-6.4	0.2	19.8	0.0	-4.0	-9.2	0.7
20	Cn1nnnc1SCC(=O)Nc1ccc(Oc2ccccc2)cc1	-1.5	12.8	-2.6	-3.2	0.3	9.3	-0.4	5.3	-0.5	1.2
21	CC(=O)NCC(=O)N(c1c(C)n(C)n(-c2ccccc2)c1=O)C1(C(=O)NC2CCCC2)CCCCC1	4.7	-5.5	-5.7	1.1	2.5	43.7	1.7	-3.0	-10.1	-0.3
22	CCN(CC)C(=O)c1cc2c(=O)n3cccc(C)c3nc2n1C	1.3	-9.6	-1.2	-2.9	-0.6	18.8	0.9	3.1	-24.5	-0.8
23	Cc1ccc(SCC(=O)NCCCN2CCOCC2)cc1	-11.3	-25.0	-7.8	-1.3	1.8	1.1	-0.1	3.4	-2.8	-2.6
24	Cc1ccc(S(=O)(=O)Nc2ccncc2)c(C)c1	-8.4	-9.1	-2.0	-1.2	-0.7	9.2	2.3	-4.5	-29.6	-0.6
25	COc1ccc2cc(C(=O)C3CCCN(C(=O)c4sc(C)nc4C)C3)ccc2c1 (centres undefined)	-11.2	30.3	-4.5	-2.8	-2.7	2.3	-0.1	9.3	-12.4	-27.4
26	Cc1ccc(/C=C2\S/C(=N/S(=O)(=O)c3cccs3)NC2=O)cc1	-3.4	-3.8	-1.9	-9.5	-6.0	90.5	-0.1	-5.9	-17.9	9.0
27	Cc1ccc(-n2c(C)nn(CC#N)c2=O)cc1	-4.0	9.6	-2.7	-1.7	1.4	3.2	0.0	-3.9	-4.5	-1.5
28	COc1ccc(/C(N)=N/OC(=O)CC2CCCCC2)cc1	29.4	-111.3	28.2	-1.1	-0.4	15.0	2.1	2.6	-65.5	-1.2
29	Cc1c(C(=O)NCC2CCCO2)oc2ccc(S(=O)(=O)N3CCCC3)cc12 (centres undefined)	5.4	3.1	3.7	-0.8	0.3	29.7	-1.1	0.0	11.6	2.6
30	Cc1nn(-c2ccccc2)c2c1P(=O)(O)/C(=C1\N(C)c3ccccc3C1(C)C)C=N2	24.7	27.4	-3.0	-1.1	-1.4	16.3	-0.2	-7.0	-16.8	2.2

Of the compounds above, these contain a Cl atom.
entry	Structure	HSF1 activator	aSyn UTR inh	HSF1 inhib	GSK3 alpha inh	HSP90 refold inh	AI-2 QS modul	HIF activator	IEC-6 tox	KLF5 inhibitor	GSK3B inh
5	CC(C)[C@H](NC(=O)c1ccccc1Cl)C(=O)Nc1nc(-c2ccccn2)cs1	-18.4	63.6*	-13.9	-1.7	-1.4	45.6	20.0*	40.3*	26.6	-0.7
7	Cn1nccc1C(=O)c1ccc(Cl)cc1	-0.7	27.8	-1.2	1.9	-2.6	18.6	1.6	-6.2	-3.8	0.6
15	ClCC1=Nc2cccc3cccc(c23)N1	-3.4	17.7	-2.7	-1.7	-1.6	-4.4	-0.7	5.7	-18.7	-0.2
16	Cn1cccc1CC(=O)NNC(=S)Nc1ccc(Cl)cc1Cl	6.9	-17.9	-6.2	1.0	-3.3	10.2	-0.3	-3.7	-3.8	2.6

Remaining list, next part:
entry	Structure	HSF1 activator	aSyn UTR inh	HSF1 inhib	GSK3 alpha inh	HSP90 refold inh	AI-2 QS modul	HIF activator	IEC-6 tox	KLF5 inhibitor	GSK3B inh
31	COCCn1c(SCC(=O)Nc2ccc(OC)cc2)nnc1-c1ccoc1C	-20.3	-21.4	-6.1	-1.8	-0.6	13.8	3.9	-4.3	-22.4	0.8
32	Cc1ccc(NC(=O)CCn2c(=O)[nH]c3ccsc3c2=O)cc1C	29.7	-11.3	5.0	-1.1	4.7	17.7	0.2	-3.1	-29.9	2.9
33	Cc1cc(C)n(-c2nc(NC(C)(C)C)nc(NC(C)(C)C)n2)n1	-18.3	2.1	-4.9	-2.7	-1.4	14.5	-0.5	-6.0	-16.1	-1.3
34	CCc1ccccc1NC(=O)c1ccccc1Sc1ccc([N+](=O)[O-])cc1Cl	18.4	-19.2	14.3	-1.7	1.5	6.4	-0.5	-0.4	21.7	2.2
35	CC(C)C(OC(=O)CCC(=O)Nc1nccs1)C(=O)NC1CCCCC1 (centres undefined)	-12.2	22.9	-4.4	1.8	0.7	28.6	-1.1	5.2	14.5	-5.0
36	Cc1ccc(C(=O)NCc2ccc3c(c2)OCO3)cc1Cl	-21.8	-16.5	-7.7	-2.9	-3.3	-61.9	0.0	-4.3	-39.3	0.6
37	CCOC(=O)N1CCC(Nc2c(NCCCN(C)Cc3ccccc3)c(=O)c2=O)CC1	-9.0	12.1	-5.9	-2.0	-0.2	8.9	-0.1	1.5	-17.5	4.8
38	O=C(COc1cccc2cccnc12)Nc1ccccc1N1CCOCC1	-2.0	-6.9	-0.1	-4.1	-3.6	6.2	0.2	5.0	-20.1	0.9
39	S=C(NCc1ccc2[nH]c3c(c2c1)CCCC3)Nc1ccccc1Cl	-0.3	25.4	5.7	-4.2	4.8	36.0	-0.1	-0.4	-16.2	7.1
40	O=C(CSc1nnc2c(n1)[nH]c1ccc(S(=O)(=O)N3CCOCC3)cc12)Nc1ccc(F)c(F)c1	32.3	19.9	32.0	2.2	-1.1	16.8	-0.6	-6.8	-0.8	1.4
41	O=C(Nc1ccc([N+](=O)[O-])c(NC(=O)c2cccnc2)c1)c1cccnc1	-9.9	-4.2	-6.6	-2.3	/	8.3	-0.3	/	/	-0.5
42	CCc1nnc(NC(=O)c2cccc(S(=O)(=O)N3CCCC3)c2)s1	5.2	0.5	-3.2	-0.6	-1.9	31.6	0.2	3.3	-35.9	-0.9
43	Oc1c(N=NC(=S)Nc2ccccc2F)c2ccccc2n1Cc1cccc(Cl)c1	-8.2	47.7	-10.4	0.4	0.6	4.5	-0.2	1.5	11.5	1.7
44	CCN(c1ccccc1)S(=O)(=O)c1ccc(C(=O)N(C)CCc2ccc(OC)c(OC)c2)cc1	-10.4	19.8	-6.3	0.1	1.7	1.7	0.8	0.7	-5.7	-2.0
45	O=C(NC1CCCCCC1)C(=S)N1CCCC1	14.2	15.4	-1.7	-2.2	-2.4	1.7	-0.1	-0.1	-6.9	-1.9
46	O=C(O)CCC(=O)Nc1cccc2cccnc12	25.9	-113.8	17.4	-4.1	-0.8	13.3	1.2	-2.1	-18.1	-4.1
47	O=C(Nc1ccc2c(c1)OCO2)c1c(F)c(F)c(F)c(F)c1F	13.5	6.5	4.2	7.2	0.3	38.0	0.0	2.2	-7.3	2.0

Entries above that bear a hit mark in aSyn UTR inh.
| cpd | SMILES | HSF1 activator | aSyn UTR inh | HSF1 inhib | GSK3 alpha inh | HSP90 refold inh | AI-2 QS modul | KLF5 inhibitor | GSK3B inh |
| --- | --- | --- | --- | --- | --- | --- | --- | --- | --- |
| 5 | CC(C)[C@H](NC(=O)c1ccccc1Cl)C(=O)Nc1nc(-c2ccccn2)cs1 | -18.4 | 63.6* | -13.9 | -1.7 | -1.4 | 45.6 | 26.6 | -0.7 |
